Screening results (PubChem BioAssay)
M4 antag = antagonists of human muscarinic M4 receptor (CHRM4) | inhibition, % at 3 µM | AID 624125 | P08173 | CHO-hM4 cells, ACh EC80, Fluo-8 calcium fluorescence | 360,000 compounds, 0.73% hits;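 active = inhibition above its plate's cutoff, the mean inhibition of sample wells plus 3 SD, cut at about 27% in these data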;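 also: 0% = acetylcholine EC80 with DMSO and 100% = DMSO without agonist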
Target sequence (P08173 whole entry, looked up): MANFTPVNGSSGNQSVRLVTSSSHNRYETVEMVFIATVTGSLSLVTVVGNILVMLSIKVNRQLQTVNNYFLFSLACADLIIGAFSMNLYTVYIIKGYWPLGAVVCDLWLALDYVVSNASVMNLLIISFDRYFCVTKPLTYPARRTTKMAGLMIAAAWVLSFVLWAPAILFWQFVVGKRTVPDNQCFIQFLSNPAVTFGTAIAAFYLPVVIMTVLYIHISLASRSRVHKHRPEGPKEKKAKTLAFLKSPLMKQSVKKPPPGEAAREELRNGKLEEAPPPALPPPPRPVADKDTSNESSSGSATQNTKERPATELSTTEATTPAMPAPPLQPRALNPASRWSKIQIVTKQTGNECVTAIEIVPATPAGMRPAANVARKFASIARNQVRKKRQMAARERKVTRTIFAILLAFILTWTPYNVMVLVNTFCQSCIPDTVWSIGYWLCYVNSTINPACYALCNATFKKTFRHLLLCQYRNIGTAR
CRFR2-BP ag = agonists of human CRF-binding protein/CRF-R2 receptor complex. activation, % at 13.2 µM. HEK293 CRF-R2/CRF-BP, calcium dye fluorescence (FLIPR); percent of saturating CRF peptide response. AID 588473. 350,000 compounds, 0.46% hits;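 active = activation of at least 50%, plus an integration ratio under a set limit after plate pattern correction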;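 also: plate controls were neutral control wells without compound for no effect and CRF at EC100 for full effect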
M5 ag = agonists of human muscarinic M5 receptor (CHRM5); CHO-K1 hM5 cells, Fluo-8 calcium fluorescence; 0% DMSO wells, 100% maximal acetylcholine response; activation, % at 3 µM; 360,000 compounds, 0.19% hits;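 active = activation above the run's mean over test compounds plus 3 SD, cut at about 23% in these data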;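 also: signal is peak over basal fluorescence ratio across the kinetic read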
CHRM4 agonist = CHRM4 agonism in calcium assay. P08173. 360,000 compounds, 0.14% hits. AID 624127. activation, % at 3 µM. CHO-K1 hM4/Gqi5, Fluo-8 calcium fluorescence; vehicle 0%, full acetylcholine response 100%;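 active = activation above the run mean over all test wells plus 3 SD, cut at about 32% in these data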;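 also: peak over basal fluorescence ratio per well then scaled between controls; 0% = DMSO wells and 100% = acetylcholine at EC100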
M1 PAM = positive allosteric modulators of human M1 muscarinic receptor. AID 588819. CHO-K1 hM1, Fluo-8 calcium fluorescence, ACh EC20; 0% = ACh EC20, 100% = maximal ACh. 360,000 compounds, 0.088% hits. activation, % at 3 µM. P11229; in the data active = activation above about 19%, passing the limit was not always enough
CHRM5 PAM = positive allosteric modulators of human muscarinic M5 receptor | CHO-K1 hM5, Fluo-8 calcium, ACh EC20 PAM; 0% = ACh EC20, 100% = ACh EC100 | 360,000 compounds, 0.3% hits | P08912 | activation, % at 3 µM;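 active = activation above the run cutoff, the mean activation of all test compounds plus 3 SD, cut at about 18% in these data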
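Assay system: CHO-K1 hM5 cells. Also added: acetylcholine at EC20 concentration, added after compound. Dosing: 3 µM, single dose. Times: compound preincubation 140 s before EC20 acetylcholine addition. Signal: Fluo-8 calcium fluorescence. Measure: % activation relative to EC20 and EC100 ACh responses. Repeats: singlicate, one well per test compound.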
CHRM4 PAM = potentiates acetylcholine response at human M4 receptor | P08173 | CHO-K1 hM4/Gqi5, Fluo-8 calcium fluorescence, ACh EC20; 0% = ACh EC20, 100% = maximal ACh | activation, % at 3 µM | 360,000 compounds, 0.4% hits | AID 624126;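 active = activation above its plate's cutoff, the mean activation of sample wells plus 3 SD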; also: some results filed as inactive read as strong as hits
M1 antag = antagonists of human M1 muscarinic receptor. P11229. CHO-K1 hM1, Fluo-8 calcium fluorescence, ACh EC80 antagonist. inhibition, % at 3 µM. 360,000 compounds, 1.3% hits. AID 588852;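 active = percent inhibition above its own plate's cutoff, namely the mean of that plate's compound wells plus 3 SD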;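 also: peak over basal fluorescence ratio during 140 s after agonist addition; 0% = ACh EC80 plus DMSO and 100% = DMSO alone without agonist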
CHRM5 antagonist = antagonists of human muscarinic M5 receptor (CHRM5). P08912. CHO-hM5 cells, Fluo-8 calcium fluorescence, ACh EC80. inhibition, % at 3 µM. 360,000 compounds, 0.59% hits. AID 624040;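 active = inhibition above a per-plate cutoff, the mean of that plate's test compounds plus 3 SD, cut at about 27% in these data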;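 also: 0% = acetylcholine EC80 with DMSO and 100% = DMSO without agonist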
Numbers without * were called inactive; nt = not tested or not shown. This is a random part of the collection (roughly 2.8% active in at least one column).

canonical_smiles,M4 antag,CRFR2-BP ag,M5 ag,CHRM4 agonist,M1 PAM,CHRM5 PAM,CHRM4 PAM,M1 antag,CHRM5 antagonist
COc1ccc(C2=Nn3c(nnc3-c3ccccc3F)SC2)cc1OCC1CC1,9,-0.6,-5,4,-12,-13,-3,17,11
Cc1c(OC(C)C(=O)N2C[C@H]3C[C@@H](C2)c2cccc(=O)n2C3)ccc2c3c(c(=O)oc12)CCCC3 (stereo not given in full),-10,-1.1,-1,1,4,1,5,-10,2
CCOC(=O)CSc1nc(C)cc2c1C(=O)OC2,-1,-1.1,-1,1,8,3,1,2,-2
O=C(COC(=O)c1cccc(-n2cnnn2)c1)c1ccccc1,4,2.6,0,3,5,1,-4,-10,-1
CCc1cccc(CC)c1NC(=O)C1CN(S(=O)(=O)c2ccccc2)CCN1S(=O)(=O)c1ccccc1 (stereo not given),7,1.0,-6,1,-7,-2,-9,4,6
CC1CN(C(=O)COC(=O)c2ccc(Cl)c(N)c2)CC(C)O1 (stereo not given),2,1.3,-2,3,5,3,6,1,-7
CC1CCCN(CCCNC(=O)c2ccc3c(c2)N(Cc2cccc(Cl)c2)C(=O)c2ccccc2S3=O)C1 (stereo not given),18,3.1,-3,4,-27,-7,-12,40*,2
Brc1cccc(-c2nc3c4ccccc4ccn3c2CC2CCCCC2)c1,-8,nt,3,0,nt,10,6,nt,5
O=C(O)CCNc1cc2ccccc2cc1C(=O)O,-8,-1.5,-5,1,6,-2,8,-21,-2
O=C(O)C1C2C=CC(C2)C1C(=O)NC1CCS(=O)(=O)C1 (stereo not given),8,-0.3,1,0,7,-3,-1,-11,5
COc1ccc(NC(=O)COC(=O)CC2CC3CCC2C3)c([N+](=O)[O-])c1 (stereo not given),1,-0.5,1,0,-2,2,21*,0,-6
CCc1ccc(NC(=O)C(=O)NCCN2CCN(S(=O)(=O)c3ccccc3)CC2)cc1,-2,-0.7,-1,1,8,0,0,-11,2
COc1ccc(-c2noc(N3CCC(C(=O)Nc4ccc(F)cc4)CC3)n2)cc1,-5,13,0,2,9,-2,2,-12,-6
COc1ccc(Cc2nnc(SC)n2-c2ccc(F)cc2)cc1OC,-3,nt,2,0,11,3,2,-8,1
CCOC(=O)c1c(C)[nH]c(C)c1C(=O)COC(=O)[C@@H](NC(=O)c1ccco1)C(C)C,-4,0.5,4,1,7,4,5,-20,4
CCCCOC(=O)C1C2CCC(O2)C1C(=O)OCC (stereo not given),-9,-4.7,3,1,3,1,4,-9,8
CCOC(=O)c1ccccc1NC(=O)c1c(O)c2ccccc2n(CC)c1=O,3,4.0,-2,0,-2,0,-1,-18,-6
O=C(NCc1ccco1)C1CCN(c2nc3ccccc3n2Cc2ccc(F)cc2)CC1,-16,-2.7,2,11,-2,-9,-1,-3,4
COCCCNC(=S)NC1CC2CCC(C1)N2Cc1ccccc1 (stereo not given),1,1.7,-4,1,9,11,1,-3,-10
O=C(NCc1ccc(F)cc1)C1CCN(S(=O)(=O)N2CCOCC2)CC1,1,0.3,1,1,3,8,-3,4,5
Cc1cc(C)n(-c2c(F)c(F)c(CN3CCCCC3)c(F)c2F)n1,-2,0.0,-5,0,3,-2,1,-2,-1
Nc1nonc1-n1nnc(C(=O)N/N=C/c2cc(Cl)ccc2O)c1CN1CCCCCC1,-9,nt,1,0,7,-4,1,-11,0
O=C(O)c1ccc(NC(=O)C2(c3ccccc3)CCCC2)cc1,-5,-1.6,-3,0,1,3,4,5,6
COc1ccc(Cl)cc1C(=O)NCC(c1ccco1)N(C)C (stereo not given),-12,-0.3,-5,0,4,-1,-1,-9,8
COc1ccccc1OCC(=O)Nc1nnc(-c2ccco2)s1,-1,0.1,1,1,7,1,5,-5,-2
O=C1CC(c2ccc(F)cc2)Cc2nc(NCC3CCCO3)ncc21 (stereo not given),5,1.8,-2,1,-1,-4,-3,5,6
Cc1ccc2oc(-c3cc(NC(=O)c4ncn[nH]4)ccc3O)nc2c1,4,3.0,-2,2,5,0,1,-10,-2
O=C(NC1CCCC1)C1CCC(CNS(=O)(=O)c2ccccc2)CC1 (stereo not given),11,0.7,-4,2,4,-3,-2,-11,13
COc1ccc(CCNC(=O)CSC(=O)c2ccccc2)cc1OC,-9,-0.5,-2,3,4,-6,1,-5,1
COc1ccc(-c2nc(CS(=O)CC(=O)NC3CCCCCC3)c(C)o2)cc1 (stereo not given),-10,-0.3,-2,2,6,-5,2,-14,10
Clc1ccc(CNc2ncnc3[nH]ncc23)c(Cl)c1,1,0.2,2,5,7,-9,0,2,14
O=C(CCl)N1c2ccccc2OCC1c1ccccc1 (stereo not given),1,0.9,-4,1,10,3,10,-5,-4
COc1cccc(NC(=O)CSc2nnc(-c3ccoc3C)n2CC2CCCO2)c1 (stereo not given),3,0.3,-2,1,2,-2,-3,0,0
CC(Nn1cnnc1)c1cc(Cl)ccc1O (stereo not given),-1,1.1,-2,1,6,-2,2,14,6
O=C(NCC1c2ccccc2CCN1C(=O)CN1CCOCC1)C1CCCCC1 (stereo not given),8,2.3,1,0,11,7,18,-16,-3
CCOc1ccc(CN2CCN(Cc3cn(CC)nc3C)CC2CCO)cc1 (stereo not given),-6,0.6,-2,1,6,-3,8,-1,-5
CCn1nnnc1NCc1ccc(N2CCCC2)cc1,35*,-1.1,-10,1,-22,-7,-24,89*,14
CC(C)(C)CC(C)(C)NC(=O)CSCC(=O)Nc1ccc2ccccc2c1,-9,8.2,-2,18,-9,-10,-10,15,-3
Cc1cc(C)nc(NC(=S)NC(=O)c2ccccc2F)n1,3,0.3,-2,1,10,4,-3,-8,4
O=C1COc2ccc(C(=O)c3ccccc3C(=O)NCc3ccco3)cc2N1,-11,9.3,-2,2,10,-3,-3,-10,-3
C=CCn1c(SCC(=O)N2CCCCC2)nnc1-c1ccncc1,-9,-1.4,0,0,3,-1,-3,3,8
CCOC(=O)CCCCC(=O)c1[nH]c(=O)[nH]c1CSc1nnc2c3ccccc3n(C(C)C)c2n1,-5,-2.4,-4,2,-2,-10,-9,-12,12
N#CNC(N)=Nc1cccc(Cl)c1,4,-1.0,-1,2,14,-1,3,-17,4
O=C(COc1ccccc1)NC1=NCCS1,0,2.3,-3,1,6,6,-1,-21,-5
O=C(CCl)Nc1ccc(N=Nc2ccccc2)cc1,0,-0.1,5,5,13,5,-3,-7,-3
CC(/C=N/n1c(-c2ccco2)n[nH]c1=S)=C\c1ccccc1,6,-1.3,-1,-1,0,-8,9,5,14
Cc1ccc(NC(=O)c2ccn(C)n2)c(Br)c1,-5,0.6,-3,-2,14,-1,9,-19,-2
CC(=O)NCCCc1c[nH]c2ccc(Cl)cc12,-1,-0.2,-2,2,11,1,-1,-16,-3
Cc1ccc(S(=O)(=O)N2CCC(C(=O)Nc3ccc(N4CCOCC4)cc3)CC2)cc1C,0,-1.0,0,0,1,-9,2,-2,9
Cc1cc(NC(=O)COC(=O)COc2cccc3c2OC(C)(C)C3)no1,4,-1.2,-7,0,7,8,4,-4,2
CC(C)COC(=O)c1cc(-c2ccc(/C=N/n3cnnc3)o2)ccc1Cl,9,1.9,1,0,-2,1,9,3,5
O=C(c1cc([N+](=O)[O-])cc([N+](=O)[O-])c1)N(c1ccccn1)c1ccccn1,8,-1.4,-2,0,-4,-2,-4,0,0
CN(C(=S)Nc1ccc(F)cc1)C1(c2ccccc2Cl)CCCCC1=O (stereo not given),15,2.9,-7,-1,-11,-15,-3,5,20
O=C(Nc1ccc2nc(C3CC3)n(Cc3ccc(F)cc3)c(=O)c2c1)c1ccco1,-13,2.0,-3,11,4,-4,-6,-7,-2
O=S1(=O)N=C(N/N=C/c2ccccn2)c2ccccc21,6,0.8,-1,1,-3,2,-1,10,6
CCc1nc2ccc(C(=O)N3CCN(C(=O)c4ccco4)CC3)cn2c1N(C)C(=O)c1cccc(OC)c1,-20,nt,0,1,13,-4,3,-17,4
CCC(=O)N1CCN(c2ccccc2NC(=O)c2ccc(OC)c(Cl)c2)CC1,8,1.0,-8,8,-6,-28,-9,11,8
Cc1c(C(=O)N(C)Cc2ccccc2)oc2c(Cl)cccc12,10,1.2,-5,-1,2,-5,-10,-1,11
COC(=O)C1=C(C)NC(C)=C(C(=O)OC)C1c1cn(-c2ccccc2)nc1-c1ccco1,4,-1.3,0,2,-1,1,-4,4,2
Cc1nc2ncnn2c(C)c1CCC(=O)N1CCc2ccccc2C1,-9,0.8,-1,0,2,-7,2,-2,-2
CC(C)C[C@H](NC(=O)c1[nH]cnc1C(=O)N[C@@H](C)c1ccccc1)C(=O)OC(C)(C)C,-13,0.7,1,-2,1,-7,3,-2,-2
